Screening data from PubChem.
FECH inh: inhibitors of human ferrochelatase, primary screen, biochemical, purified FECH, Ni-mesoporphyrin absorbance; Ni-mesoporphyrin absorbance 550 nm; hit rate 3.3% among 20,000; Ferrochelatase, mitochondrial (Homo sapiens), P22830; calls only at 10 µM (by protocol); AID 1671448, 2021;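 active = enzyme reaction rate more than 3 SD below the solvent-only control wells on the same plate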;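 note: lower slope than DMSO wells means FECH inhibition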
Target sequence (P22830 whole entry, looked up): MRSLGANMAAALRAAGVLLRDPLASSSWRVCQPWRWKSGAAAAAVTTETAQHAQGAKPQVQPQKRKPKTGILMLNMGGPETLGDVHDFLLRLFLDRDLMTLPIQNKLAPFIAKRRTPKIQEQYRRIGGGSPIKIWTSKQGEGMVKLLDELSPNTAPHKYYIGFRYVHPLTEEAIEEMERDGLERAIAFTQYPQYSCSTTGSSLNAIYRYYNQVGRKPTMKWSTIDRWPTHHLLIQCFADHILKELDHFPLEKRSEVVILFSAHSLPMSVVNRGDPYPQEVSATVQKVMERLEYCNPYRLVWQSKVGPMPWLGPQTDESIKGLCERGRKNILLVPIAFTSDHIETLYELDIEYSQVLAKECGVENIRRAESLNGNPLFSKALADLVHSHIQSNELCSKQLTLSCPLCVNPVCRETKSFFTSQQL
Calls only; i = inactive; + = active, no number. This is a subset, so the mix of outcomes need not match the whole.

SMILES	FECH inh
CN1CCCC1CCn1ccnc1-c1cc(C(C)(C)C)[nH]n1 (stereo unspecified)	i
CCOc1ccc(C(=O)Nc2ccc(Nc3nc(C)cc(N4CCCC4)n3)cc2)cc1	i
CCCc1cc(Sc2ccc(NC(=O)CC(C)C)cc2)n2ncnc2n1	i
Cc1ccc(CNC(=O)C2(C)Cn3nc(C(=O)NCc4ccc(F)cc4)cc3C(=O)N2C)cc1 (stereo unspecified)	i
OC(CN1CCOCC1)c1ccc(-c2ccc(-c3ccn[nH]3)cc2)cc1 (stereo unspecified)	i
Cc1cc(-c2nccn2Cc2cc(-c3cccnc3)no2)oc1C	i
O=C(CN1C(=O)C2CCCCN2c2ccc(S(=O)(=O)N3CCCCC3)cc21)NC1CCCCC1 (stereo unspecified)	i
O=C(c1ccsc1)N1CCC(N2CCCC(C(=O)N3CCCC3)C2)CC1 (stereo unspecified)	i
O=C(CNCC(c1ccco1)N1CCCC1)Nc1cnccn1 (stereo unspecified)	i
CN(CCc1ccccn1)c1ncccc1CNC(=O)c1ccc2nc[nH]c2c1	i
Cc1nc(CCC(=O)N2Cc3cnc(-c4ccccc4)nc3C2)n[nH]1	i
Cc1cc(N2CCCC2)nc(N2CCN(S(=O)(=O)c3ccccc3F)CC2)n1	i

Three records picked at random from the list so far:
SMILES	FECH inh
CN(CCc1ccccn1)c1ncccc1CNC(=O)c1ccc2nc[nH]c2c1	i
Cc1nc(CCC(=O)N2Cc3cnc(-c4ccccc4)nc3C2)n[nH]1	i
O=C(CN1C(=O)C2CCCCN2c2ccc(S(=O)(=O)N3CCCCC3)cc21)NC1CCCCC1 (stereo unspecified)	i

Further entries
SMILES	FECH inh
Cc1nnc(SCC(=O)NCCc2csc(-c3cccnc3)n2)s1	i
NCCc1nc(NCCN2CCc3ccccc32)c2ccccc2n1	i
CCN(Cc1c(CO)cnc(C)c1O)CC1CCCO1 (stereo unspecified)	i
CSCC[C@@H](CO)Nc1nc(C2CCCC2)nc2c1cnn2C	i
CCCc1nc(C(=O)NCc2cccnc2N2CCN(C)CC2)cs1	i
COc1ccc(Cn2c(CNS(C)(=O)=O)nc3cccnc32)cc1	i
CC(=O)N[C@H]1C[C@@H](c2ccccc2-c2ccccc2)O[C@@H](C(C)C)C1	i
Cc1cc(NC(=O)COc2ccccc2F)n(-c2ncnc3c2cnn3-c2ccc(Cl)cc2)n1	i
O=S(=O)(NCc1nc2cccnc2n1C1CCCCC1)c1ccccc1	i
Cc1c(NC(=O)c2ncccc2O)cccc1C(=O)NC(C)(C)C	i
Fc1ccc(Nc2nc(NCc3ccccc3)nc3c2cnn3-c2ccccc2)cc1	i
Cc1nc2ncnn2c(Sc2ccc(NC(=O)Nc3ccc(F)cc3)cc2)c1C	i
CC(=O)c1ccc(C(=O)N2CCn3c(C(N)=O)cnc3C2)s1	i
Cc1nc(NCCSc2cn[nH]n2)cc(C(C)C)n1	i
Cc1cc(CNC(=O)[C@H](C)n2cnnn2)c2[nH]c(C)c(C)c2c1	i
Cc1ccc(NC(=O)N2CCC(n3c(C)nc4cccnc43)CC2)cc1Cl	i
CN1CCN(c2nc(Nc3ccc(F)cc3)c3cnn(-c4ccccc4)c3n2)CC1	i
Cc1ccc(-c2cc(Nc3c(C)n(C)n(-c4ccccc4)c3=O)nc(C)n2)cc1	i
CC(C)C(NC(=O)c1ccco1)C(=O)N1CCC(c2nc(-c3ccc(Cl)cc3)no2)CC1 (stereo unspecified)	i
Cc1ccc(CNS(=O)(=O)c2ccc3c(c2)C(=O)NC3)cc1	i
Cc1cc2c(cc1S(=O)(=O)N1CCCC1C(=O)NCc1ccc(Cl)cc1)OCC(=O)N2 (stereo unspecified)	i
O=C1CNC(=O)N1Cc1nc(CCc2ccccc2)n[nH]1	i
CCOC(=O)Cn1c(=O)n(-c2ccc(C)c(C)c2)c2nc(C)nc(C(N)=O)c21	i
C=C1C(C)(C)[C@H]2CC[C@]1(C(=O)NCCc1nc3ccccc3c(=O)[nH]1)C2	i
COc1ccc(-n2ccnc2-c2ccc(C3CCCCO3)o2)cn1 (stereo unspecified)	i
Cc1nccn1-c1ccccc1CNC(=O)C1CCN(C(C)C)CC1	i
COc1cccc(N2CCN(C(=O)CCS(=O)(=O)c3ccc4c(c3)CC(=O)N4C)CC2)c1	i
CCOc1ccc(C2CC(=O)Nc3snc(C)c32)cn1 (stereo unspecified)	i
CCn1cc(CN(Cc2cc3c(cc2Cl)OCO3)CC(C)C)cn1	i
COCC(c1ccccn1)N(C)C(=O)c1noc2c1CCCC2 (stereo unspecified)	i
O=C(O)[C@H]1C[C@@H](C(=O)Nc2ccc(F)cc2)CN(C(=O)C2CCOCC2)C1	i
Cc1nc2nc[nH]n2c(=O)c1NC(=O)Nc1cccc(C(F)(F)F)c1	i
COc1ccc2cc(C(=O)N3CCc4c(c(C(=O)NCc5ccccc5)nn4C)C3)[nH]c2c1	i
CC(C)CCNC(=O)c1ccc(CN2C(=O)CCn3nc(-c4ccccc4)cc32)cc1	i
Cc1cccc(C(=O)Nc2ccc(Nc3nc(C)cc(N4CCCC4)n3)cc2)c1	i
Cc1ccc(CN2CCCN(CC(=O)Nc3cc(C)cc(C)c3)S2(=O)=O)cc1	i

Reformatted: results already given
Molecule | FECH inh
OC(CN1CCOCC1)c1ccc(-c2ccc(-c3ccn[nH]3)cc2)cc1 (stereo unspecified) | i
Cc1cc(-c2nccn2Cc2cc(-c3cccnc3)no2)oc1C | i
O=C(CN1C(=O)C2CCCCN2c2ccc(S(=O)(=O)N3CCCCC3)cc21)NC1CCCCC1 (stereo unspecified) | i
O=C(c1ccsc1)N1CCC(N2CCCC(C(=O)N3CCCC3)C2)CC1 (stereo unspecified) | i

The listing continues:
SMILES	FECH inh
CCOc1ccc(Nc2nc(NCCc3ccccc3)nc3c2cnn3-c2ccccc2)cc1	i
COc1ccc(OC)c(CCNC(=O)C2CCN(c3ncnc4c3nc3n4CCCCC3)CC2)c1	i
Cc1ccsc1CN(C)c1cc(N(C)C)ncn1	i
CCc1cc(Sc2ccc(NC(=O)Nc3ccc(F)c(Cl)c3)cc2)n2nc(C)nc2n1	i
Cn1c(=O)c(CN(Cc2ccsc2)Cc2ccco2)cc2ccccc21	i
O=C(c1cc(=O)c2ccccc2[nH]1)N(Cc1ccccn1)CC1CCCO1 (stereo unspecified)	i
CCOC(=O)c1ccc(NC(=O)CN2CCCN(Cc3ccc(Cl)cc3)S2(=O)=O)cc1	i
O=C1C[C@H]2CC[C@@H](CN1)N2C(=O)c1ccno1	i
CC(NC(=O)Cc1nc2ccccc2[nH]1)c1ccc(O)c(F)c1 (stereo unspecified)	i
Cc1ccc(N2CC(NC(=O)C3CCCC3)CC2=O)cc1 (stereo unspecified)	i
CN1CC2(CCN(C(=O)CNS(=O)(=O)c3cccs3)C2)OC1=O (stereo unspecified)	i
CC(=O)N1CCC(C(=O)NCCc2csc(C(C)C)n2)CC1	i
c1cncc(CN(Cc2ccsc2)Cc2cccc3c2OCO3)c1	i
NCC1CCN(C(=O)c2ccc(NCc3ccncc3)cc2)C1 (stereo unspecified)	i
CC(C)NC(=O)c1cccn1-c1nnc(N2CCCCC2)s1	i
O=C1c2cccnc2CN1CCc1csc(-c2cccnc2)n1	i
CCOc1ccc(S(=O)(=O)N2CCN(c3nc(C)cc(Nc4ccc(OC)cc4)n3)CC2)cc1	i
Cc1ccccc1CN(c1nc2nc(C)c(Cl)c(C)n2n1)S(=O)(=O)c1ccc(Cl)cc1	i
CN(Cc1n[nH]c2c1CCCC2)c1cc(N2CCOCC2)nc(N)n1	i
Cc1ccc2nc(CCc3cccc(NC(=O)C4CCCN(S(=O)(=O)N5CCCC5)C4)c3)[nH]c2c1 (stereo unspecified)	i
O=C(NCCc1nc2cccnc2n1-c1ccccc1)NC1CCCCC1	i
Cc1cccc(-n2c(CN3CCNCC3)nc3cccnc32)c1	i
CCCCN(C)c1nc(Nc2ccc(C)cc2)c2cnn(-c3ccccc3)c2n1	i
COc1ccc(C2C=C(c3ccccc3)Nc3nc(NC(=O)c4ccc(Cl)cc4)nn32)cc1 (stereo unspecified)	i
CCCn1cnnc1CNCC(=O)Nc1cnccn1	i
Cc1ccc2c(c1)NC(=O)C2CC(=O)NCCN1CCCOC1=O (stereo unspecified)	i
CCC/C=C/c1cc(C)cnc1-n1cnnc1	i
CN1C[C@H](Nc2nc(C(C)(C)C)nc3c2cnn3C)C[C@H]1CO	i
CCc1c(C)nc2ncnn2c1Sc1ccc(NC(=O)NCc2ccc(C)cc2)cc1	+
CCc1c(C)nc2ncnn2c1Sc1ccccc1NC(=O)Nc1ccc2c(c1)OCCO2	i
O=C(O)CNc1cccc(C(=O)N2CCCN(c3ncccn3)CC2)c1	i
Cc1cccc(-c2cc(Nc3ccc(C)c(C)c3)nc(C)n2)c1	i
COc1ccc(CNc2nccc(N3CCC(O)CC3)n2)c(OC)c1	i
O=C(NCc1ccccn1)C1CCN(c2ccc(-c3ccc(Br)s3)nn2)CC1	i
CCc1nccn1CCC(=O)N1CCNCC1C(=O)N1CCCC1 (stereo unspecified)	i
COC(=O)c1ccc(NC(=O)CN2CCCN(Cc3ccccc3)S2(=O)=O)cc1	i

5 entries already listed, ordered by heavy-atom count, highest first.
SMILES	FECH inh
Cc1ccc(CNC(=O)C2(C)Cn3nc(C(=O)NCc4ccc(F)cc4)cc3C(=O)N2C)cc1 (stereo unspecified)	i
CCc1c(C)nc2ncnn2c1Sc1ccc(NC(=O)NCc2ccc(C)cc2)cc1	+
CC(=O)N[C@H]1C[C@@H](c2ccccc2-c2ccccc2)O[C@@H](C(C)C)C1	i
COc1ccc(Cn2c(CNS(C)(=O)=O)nc3cccnc32)cc1	i
Cc1cccc(-n2c(CN3CCNCC3)nc3cccnc32)c1	i

(list continues)
SMILES	FECH inh
COc1nc2ccccc2cc1-c1ccc(SCC(N)=O)cc1	i
CCc1cc(Sc2ccccc2NC(=O)c2cccc(Cl)c2)n2nc(C)nc2n1	+
c1cnn(Cc2ccc(CN3CCC4(CCOCC4)CC3)cc2)c1	i
CC(=O)N1CCc2nc(C)nc(NCC[C@@H]3C[C@@H]4C=C[C@H]3C4)c2CC1	i
CC(C)N(C(=O)N1CCc2c(ncnc2N2CCOCC2)C1)C(C)C	i
Cc1ccc(C(=O)Nc2cc(C)nn2-c2ncnc3c2cnn3-c2ccc(C)cc2C)cc1	i
CCCN(CCC)c1nc(Nc2cccc(OC)c2)c2cnn(-c3ccccc3)c2n1	i
CN1CCC(N(C)Cc2cn[nH]c2-c2ccc(F)cc2)C1 (stereo unspecified)	i
Cc1ccccc1-c1cc(N2CCN(S(=O)(=O)c3ccccc3)CC2)ncn1	i
CC(C(=O)NC1CCCC1)N1CCN(c2cc(=O)[nH]nc2-c2ccccc2)CC1 (stereo unspecified)	i
Cc1ncc(CO)c2cc(C3=NS(=O)(=O)c4ccccc4N3)c(=O)oc12	+
Cc1cc(C)cc(-n2ccn3c(CCC(=O)NCCc4ccc(S(N)(=O)=O)cc4)nnc3c2=O)c1	i
O=C(c1cc(-n2cnnn2)ccc1O)N1CCO[C@@H]2CCCC[C@H]21	i
O=C(NCCCN1CCN(c2ccccc2F)CC1)c1cccn1-c1nnc(N2CCCCC2)s1	i
COc1cc2c(c(OC)c1)C(c1c(C)nn(C(C)(C)C)c1C)CC(=O)N2 (stereo unspecified)	i
COc1ccc(Cn2c(CNC(=O)Cc3cccc(OC)c3)nc3cccnc32)cc1	i
C#CCN(CC=C)C(=O)C1(Oc2ccc(C)cc2)CCNCC1	i
Cc1cc(NC(=O)COc2ccc(Cl)cc2)n(-c2ncnc3c2cnn3-c2ccccc2)n1	i
COc1ccccc1C1CCCN1S(=O)(=O)NCc1ccccc1 (stereo unspecified)	i
COc1c(F)cccc1C(=O)N(C)Cc1ccc(C)o1	i
Cc1cc(C(=O)NCC2CCN(Cc3cc(C(C)C)no3)C2)n[nH]1 (stereo unspecified)	i
C=Cc1cccc(CN2CCCC(CNC(=O)C3(N)CCC3)C2)c1 (stereo unspecified)	i
Cc1nn(-c2cc(N3CCCC3)ncn2)c(C)c1CCC(=O)NCc1ccc(Cl)cc1	i
O=C(NCCc1ccccc1)c1cccn1-c1nnc(N2CCCCC2)s1	+
Cc1cccc(C(=O)Nc2nc3n(n2)C(c2ccccc2Cl)C=C(c2ccccc2)N3)c1 (stereo unspecified)	i
Cc1cc(C)n(CC(C)NCC(=O)Nc2cnccn2)n1 (stereo unspecified)	i
CCN(C/C=C/c1ccccc1)C(=O)c1cnc2ccccn2c1=O	i
CCc1ccc(CNC(=O)c2cc3n(n2)CC(C)(C(=O)NCc2ccc(F)cc2)N(C)C3=O)cc1 (stereo unspecified)	i
C=CCOc1ccccc1CN(CC)C(=O)[C@@H](C)N	i
NC(=O)c1cc2c(s1)CCN(C(=O)c1ccc(CC3CCCNC3)cc1)C2 (stereo unspecified)	i
CN1CCC(N(C)c2nc(CCN)nc3ccccc23)C1 (stereo unspecified)	i
CCCc1cc(Sc2ccc(NC(=O)Nc3cccc(C)c3)cc2)n2ncnc2n1	i
Cc1ccoc1C(=O)N(CCN1CCCCCC1)C(C)C	i
Cc1ncc(C)c(N2CCC(C3(Cc4ccc(F)cc4)NC(=O)NC3=O)CC2)n1 (stereo unspecified)	i
Cc1ccc(NS(=O)(=O)c2ccc3c(c2)NC(=O)CC(=O)N3)cc1N(C)C	i
Cc1nc(N(C)C)nc(N2CCN(Cc3cnn(C)c3C3CC3)CC2)c1C	i
Clc1ccc(C2CN(CCCn3ccnc3)CCO2)cc1 (stereo unspecified)	i
COc1cccc(Nc2nc(NCCN3CCOCC3)nc3c2cnn3-c2ccccc2)c1	i
Cc1ccc(CNC(=O)C2(C)Cn3nc(C(=O)NCCCN4CCCCC4)cc3C(=O)N2C)cc1 (stereo unspecified)	i
Cc1nn(C)c(C)c1-c1ccnc(NC2CCN(Cc3cccnc3)CC2)n1	i
CCCN(CCC)c1ncc(NS(=O)(=O)c2cc(F)ccc2F)cc1C(=O)O	i
